Screening data deposited in PubChem by Broad Institute.
BioA inh: BioA (M. tuberculosis) enzyme inhibition; purified M. tuberculosis BioA enzyme, plate reader; AID 602481; actives 0.096% (n = 360,000); inhibition, % at 9.99 µM; in the data active means inhibition above about 40%
* marks the source's active call; other numbers are inactive results. These rows are one share of the data; rates above refer to the full screens.

SMILES | BioA inh
COc1ccc(S(=O)(=O)N(C)C[C@@H]2Oc3ccc(NC(=O)CCCN(C)C)cc3C(=O)N([C@H](C)CO)C[C@@H]2C)cc1 | -4.1
O=C(Nc1ccc(F)cc1)N[C@H]1C=C[C@@H](CC(=O)N2CCCCC2)O[C@H]1CO | -4.2
CCS(=O)(=O)Nc1ccc2c(c1)C(=O)N(C)C[C@H](OC)[C@H](C)CN(Cc1nccs1)[C@H](C)CO2 | 5.5
C[C@@H]1CN([C@H](C)CO)C(=O)c2cc(NC(=O)Nc3ccc(C(F)(F)F)cc3)ccc2O[C@@H]1CN(C)S(=O)(=O)c1cccs1 | -2.7
Cc1cccc(-c2ccc([C@@H]3[C@@H](CO)N4CCCCN(S(=O)(=O)c5ccccc5F)C[C@@H]34)cc2)c1 | -0.3
C[C@@H]1CN([C@H](C)CO)C(=O)c2cc(NS(=O)(=O)c3ccccc3)ccc2O[C@H]1CN(C)CC1CC1 | -0.1
Cc1noc(C)c1NC(=O)Nc1ccc2c(c1)C(=O)N([C@@H](C)CO)C[C@@H](C)[C@@H](CN(C)C(=O)CCCN(C)C)OCCCC[C@@H](C)O2 | 0.7
COc1cccc(S(=O)(=O)N[C@H]2C=C[C@H](CC(=O)NC3CCC3)O[C@@H]2CO)c1 | -0.7
CC=Cc1ccc2n(c1=O)C[C@H]1[C@H](CO)[C@@H](C(=O)NCCC)N(C(=O)CC3CC3)[C@@H]21 (mixture of isomers) | -1.2
C[C@@H]1CN([C@H](C)CO)C(=O)c2cc(C#CC3CCCCC3)cnc2O[C@@H]1CN(C)C(=O)C1CCCCC1 | -0.9
C[C@H](CO)N1C[C@H](C)[C@@H](CN(C)S(C)(=O)=O)OCCCC[C@H](C)Oc2ccc(NC(=O)Nc3ccc4c(c3)OCO4)cc2C1=O | 0.0
CN1C(=O)c2cc(NC(=O)c3cscn3)ccc2OC[C@H]2O[C@H](CC(=O)N3CCOCC3)CC[C@@H]21 | -1.1
C/C=C/c1ccc([C@@H]2[C@H](CO)N(C(C)=O)[C@H]2CN(C(=O)COC)C(C)C)cc1 | -0.6
O=C(O)C1=C[C@H](c2ccc3c(c2)Cc2ccccc2-3)C[C@H](OCCCCO)O1 | 9.5
Cc1noc(C)c1NC(=O)NCC[C@@H]1CC[C@H](NC(=O)c2ccncc2)[C@H](CO)O1 | -0.6
COc1ccc(S(=O)(=O)Nc2cccc3c2O[C@@H](CN(C)Cc2ccc4c(c2)OCO4)[C@@H](C)CN([C@H](C)CO)C3=O)cc1 | -0.8
C[C@@H]1CCCCO[C@H](CN(C)C(=O)Nc2cccc3ccccc23)[C@H](C)CN([C@@H](C)CO)C(=O)c2cc(NC(=O)Cc3ccccc3)ccc2O1 | 0.4
COCC#Cc1ccc2c(c1)O[C@H](CN(C)C)[C@@H](C)CN([C@H](C)CO)S2(=O)=O | -1.2
Cc1ccccc1-c1ccc([C@H]2[C@@H](CO)N3CCCCN(C(=O)c4cccnc4)C[C@@H]23)cc1 | -0.7
O=C(NCC[C@@H]1CC[C@H](NC(=O)C2CCCCC2)[C@H](CO)O1)c1cc(Cl)cc(Cl)c1 | 5.7
C[C@@H]1CN([C@@H](C)CO)C(=O)c2cc(-c3ccccc3)cnc2O[C@@H]1CN(C)Cc1ccccc1 | 2.4
C[C@@H]1CCCCO[C@H](CN(C)S(=O)(=O)c2cn(C)cn2)[C@H](C)CN([C@@H](C)CO)C(=O)c2cc(NC(=O)C3CCCCC3)ccc2O1 | 1.2
C/C=C/c1ccc2c(c1)O[C@H](CN(C)Cc1ccncc1)[C@@H](C)CN([C@H](C)CO)S2(=O)=O | 11.7
CO[C@@H]1CN(C)C(=O)c2cc(NC(=O)c3nc4ccccc4s3)ccc2OC[C@H](C)NC[C@@H]1C | -0.9
C[C@@H](NC(=O)C[C@@H]1C=C[C@H](NC(=O)Cc2ccccn2)[C@H](CO)O1)c1ccccc1 | -2.7
C[C@@H]1CN([C@@H](C)CO)C(=O)c2cc(NC(=O)c3ccncc3)ccc2O[C@@H](C)CCCCO[C@H]1CN(C)S(=O)(=O)c1ccccc1 | -2.0
COc1ccccc1C#Cc1ccc([C@H]2[C@H]3CN(C(=O)C4CCCC4)CCCCN3[C@H]2CO)cc1 | 0.4
CC(C)NC(=O)Nc1ccc2c(c1)CC(=O)N([C@H](C)CO)C[C@@H](C)[C@@H](CN(C)C(=O)Nc1ccc(F)cc1)O2 | -2.4
O=C(C[C@H]1C=C[C@@H](NC(=O)C2CC2)[C@H](CO)O1)NCCCN1CCOCC1 | 0.4
COc1ccccc1NC(=O)N1C[C@H]2[C@@H](c3ccccc31)[C@H](CO)N2Cc1ccccc1F | -1.3
C[C@@H]1CN([C@@H](C)CO)C(=O)c2cc(NS(=O)(=O)c3ccccc3)ccc2O[C@H]1CN(C)Cc1ccc(C(F)(F)F)cc1 | -0.7
C[C@@H]1CN([C@@H](C)CO)C(=O)c2cc(C#CC(C)(C)O)cnc2O[C@@H]1CN(C)C(=O)C1CCOCC1 | -1.2
C[C@H]1CN([C@@H](C)CO)C(=O)c2cccc(NC(=O)C3CCCCC3)c2O[C@H]1CN(C)Cc1ccc(C(=O)Nc2ccccc2N)cc1 | 1.2
C[C@@H]1CN([C@@H](C)CO)S(=O)(=O)c2ccc(-c3ccc(F)cc3)cc2O[C@@H]1CN(C)C(=O)C1CC1 | 0.3
COc1ccc(NC(=O)N(C)C[C@H]2OCCCC[C@H](C)Oc3ccc(NC(=O)Nc4ccc(F)cc4)cc3C(=O)N([C@@H](C)CO)C[C@@H]2C)cc1 | 0.2
CC(C)CC#Cc1ccc([C@H]2[C@@H](CO)N3CCCCN(C(=O)c4ccc5c(c4)OCO5)C[C@H]23)cc1 | -3.1
O=C(Nc1ccc(F)cc1)N[C@H]1CC[C@@H](CCn2cc(C3(O)CCCC3)nn2)O[C@H]1CO | 1.5
O=C(N[C@@H]1CC[C@@H](CCNS(=O)(=O)c2ccc(F)cc2)O[C@H]1CO)C1CC1 | -1.2
C[C@H](CO)N1C[C@H](C)[C@H](CN(C)Cc2ccccc2)Oc2ccc(NS(=O)(=O)c3ccc(Cl)cc3)cc2CC1=O | 1.5
CC(C)NC(=O)N(C)C[C@@H]1Oc2cc(Br)ccc2S(=O)(=O)N([C@H](C)CO)C[C@H]1C | -1.1
C[C@@H]1CN([C@@H](C)CO)C(=O)c2cccc(NS(C)(=O)=O)c2O[C@@H]1CN(C)Cc1ccc(-c2ccccc2)cc1 | -1.8
C[C@@H]1CCCCO[C@@H](CN(C)Cc2ccc(C(=O)O)cc2)[C@@H](C)CN([C@H](C)CO)C(=O)c2cc(NS(=O)(=O)c3ccc(Cl)cc3)ccc2O1 | -1.1
Cc1ccc(S(=O)(=O)Nc2ccc3c(c2)C(=O)N([C@@H](C)CO)C[C@H](C)[C@H](CN(C)C(=O)NC(C)C)OCCCC[C@H](C)O3)cc1 | -0.6
CN1CCN(C(=O)C[C@H]2CC[C@@H]3[C@H](COC[C@H](O)CN3C(=O)Nc3ccc(Cl)cc3)O2)CC1 | -0.1
O=C(NC1CCCC1)N1CCCCN2[C@H](CO)[C@H](c3ccc(/C=C/c4ccccc4)cc3)[C@@H]2C1 | -1.8
CN(C)C(=O)C[C@H]1CC[C@@H]2[C@H](COC[C@H](O)CN2C(=O)C2CC2)O1 | -0.1
COc1ccc(S(=O)(=O)N(C)C[C@H]2OCCCC[C@H](C)Oc3ccc(NC(=O)Nc4ccc5c(c4)OCO5)cc3C(=O)N([C@@H](C)CO)C[C@@H]2C)cc1 | -0.9
COc1ccccc1S(=O)(=O)N1C[C@@H](O)COC[C@H]2O[C@H](CC(=O)O)CC[C@@H]21 | -1.2
CO[C@@H]1CN(C)C(=O)c2ccc(NC(=O)c3ccccc3F)cc2OC[C@H](C)N(C(=O)c2ccccc2F)C[C@H]1C | -0.9
CCC(=O)Nc1ccc2c(c1)OC[C@@H](C)N(C(=O)CN(C)C)C[C@H](C)[C@H](OC)CN(C)C2=O | 0.1
CC(C)NC(=O)N(C)C[C@H]1Oc2ccc(NS(=O)(=O)c3ccc(F)cc3)cc2CC(=O)N([C@@H](C)CO)C[C@H]1C | -3.6
C[C@@H]1CN([C@@H](C)CO)C(=O)c2cc(NS(=O)(=O)c3ccccc3)ccc2O[C@@H]1CN(C)S(C)(=O)=O | -0.2
CO[C@H]1CN(C)C(=O)c2cc(NC(=O)Nc3cccc(Cl)c3)ccc2OC[C@H](C)N(C)C[C@@H]1C | -2.8
C[C@@H]1CN([C@@H](C)CO)C(=O)c2cc(C#CCN(C)C)cnc2O[C@H]1CN(C)C(=O)CCN1CCCCC1 | -1.6
CCC(=O)N(CC)C[C@H]1[C@H](c2ccc(-c3cccnc3)cc2)[C@@H](CO)N1C(C)=O | 3.3
CCNC(=O)[C@H]1[C@H](CO)[C@H]2Cn3c(ccc(-c4cncnc4)c3=O)[C@H]2N1Cc1ccc2c(c1)OCO2 | 1.7
CCCN(C)C[C@H]1Oc2ncc(C#CCOC)cc2C(=O)N([C@H](C)CO)C[C@H]1C | 0.2
C[C@H]1CN([C@@H](C)CO)C(=O)c2cc(-c3ccccc3)cnc2O[C@H]1CN(C)C(=O)Cc1cccnc1 | 0.7
C[C@@H]1CCCCO[C@@H](CN(C)S(=O)(=O)c2ccc(Cl)cc2)[C@@H](C)CN([C@@H](C)CO)C(=O)c2cc(NS(=O)(=O)c3cn(C)cn3)ccc2O1 | -4.1
CCCNC(=O)[C@H]1[C@H](CO)[C@H]2Cn3c(ccc(/C=C/c4ccccc4)c3=O)[C@@H]1N2C(=O)C1CCC1 | 0.9

A section from further up, as a working copy:
SMILES | BioA inh
CO[C@@H]1CN(C)C(=O)c2ccc(NC(=O)c3ccccc3F)cc2OC[C@H](C)N(C(=O)c2ccccc2F)C[C@H]1C | -0.9
CCC(=O)Nc1ccc2c(c1)OC[C@@H](C)N(C(=O)CN(C)C)C[C@H](C)[C@H](OC)CN(C)C2=O | 0.1
CC(C)NC(=O)N(C)C[C@H]1Oc2ccc(NS(=O)(=O)c3ccc(F)cc3)cc2CC(=O)N([C@@H](C)CO)C[C@H]1C | -3.6
C[C@@H]1CN([C@@H](C)CO)C(=O)c2cc(NS(=O)(=O)c3ccccc3)ccc2O[C@@H]1CN(C)S(C)(=O)=O | -0.2
CO[C@H]1CN(C)C(=O)c2cc(NC(=O)Nc3cccc(Cl)c3)ccc2OC[C@H](C)N(C)C[C@@H]1C | -2.8
C[C@@H]1CN([C@@H](C)CO)C(=O)c2cc(C#CCN(C)C)cnc2O[C@H]1CN(C)C(=O)CCN1CCCCC1 | -1.6
CCC(=O)N(CC)C[C@H]1[C@H](c2ccc(-c3cccnc3)cc2)[C@@H](CO)N1C(C)=O | 3.3
CCNC(=O)[C@H]1[C@H](CO)[C@H]2Cn3c(ccc(-c4cncnc4)c3=O)[C@H]2N1Cc1ccc2c(c1)OCO2 | 1.7
CCCN(C)C[C@H]1Oc2ncc(C#CCOC)cc2C(=O)N([C@H](C)CO)C[C@H]1C | 0.2
C[C@H]1CN([C@@H](C)CO)C(=O)c2cc(-c3ccccc3)cnc2O[C@H]1CN(C)C(=O)Cc1cccnc1 | 0.7
C[C@@H]1CCCCO[C@@H](CN(C)S(=O)(=O)c2ccc(Cl)cc2)[C@@H](C)CN([C@@H](C)CO)C(=O)c2cc(NS(=O)(=O)c3cn(C)cn3)ccc2O1 | -4.1
CCCNC(=O)[C@H]1[C@H](CO)[C@H]2Cn3c(ccc(/C=C/c4ccccc4)c3=O)[C@@H]1N2C(=O)C1CCC1 | 0.9

(more compounds)
SMILES | BioA inh
C[C@@H]1CN([C@H](C)CO)C(=O)c2cccc(NC(=O)c3cnccn3)c2O[C@@H]1CN(C)S(C)(=O)=O | 2.2
C[C@@H]1CN([C@H](C)CO)C(=O)c2cc(NC(=O)Nc3ccccc3)ccc2O[C@@H]1CN(C)S(=O)(=O)c1ccc(Cl)cc1 | -1.7
C[C@H]1CN([C@@H](C)CO)C(=O)c2cccc(NC(=O)C3CCOCC3)c2O[C@H]1CN(C)S(C)(=O)=O | 1.6
CCCNC(=O)N(C)C[C@H]1Oc2ncc(-c3ccc(C(=O)N(C)C)cc3)cc2C(=O)N([C@H](C)CO)C[C@@H]1C | -2.3
C[C@@H]1CCCCO[C@@H](CN(C)Cc2ccncc2)[C@@H](C)CN([C@H](C)CO)C(=O)c2cc(NC(=O)c3ccncc3)ccc2O1 | -0.4
C[C@@H](NC(=O)C[C@H]1C=C[C@H](NC(=O)c2cccnc2)[C@H](CO)O1)c1ccccc1 | -2.4
CO[C@@H]1CN(C)C(=O)c2cc(NS(C)(=O)=O)ccc2OC[C@H](C)N(Cc2cncnc2)C[C@H]1C | -0.2
CCC(=O)N1C[C@H](C)[C@@H](OC)CN(C)C(=O)c2cc(NC(=O)c3cnccn3)ccc2OC[C@@H]1C | -0.6
COCC(=O)Nc1ccc2c(c1)C(=O)N(C)C[C@H](OC)[C@@H](C)CN(Cc1ccccc1)[C@H](C)CO2 | -1.3
C[C@@H]1CN([C@@H](C)CO)C(=O)c2cccc(NS(=O)(=O)c3cccs3)c2O[C@@H]1CN(C)C(=O)Nc1ccc(C(F)(F)F)cc1 | -3.0
C[C@H](CO)N1C[C@H](C)[C@@H](CN(C)CC2CCCCC2)Oc2ccc(NC(=O)Cc3cn(C)c4ccccc34)cc2CC1=O | -0.1
C[C@@H]1CCCCO[C@H](CN(C)C(=O)C2CCCCC2)[C@@H](C)CN([C@@H](C)CO)C(=O)c2cc(NC(=O)Nc3ccccc3)ccc2O1 | 3.0
Cc1cc(C(=O)Nc2cccc3c2O[C@@H](CN(C)C(=O)NC(C)C)[C@H](C)CN([C@@H](C)CO)C3=O)n(C)n1 | 7.3
CCNC(=O)C[C@@H]1CC[C@@H](NC(=O)NC2CCCCC2)[C@@H](CO)O1 | -1.7
O=C(C[C@@H]1CC[C@@H]2[C@H](COC[C@H](O)CN2S(=O)(=O)c2ccc(F)cc2)O1)NCCN1CCCCC1 | -1.4
CN1CCN(C(=O)C[C@H]2C[C@@H]3c4cc(NC(=O)CC5CC5)ccc4O[C@@H]3[C@H](CO)O2)CC1 | -1.0
CC(C)NC(=O)N1[C@H](C#N)[C@@H](c2ccc(C#CC3CCCCC3)cc2)[C@H]1CO | 0.1
COCc1cn(CC[C@@H]2CC[C@H](NC(=O)Nc3ccc(C(F)(F)F)cc3)[C@@H](CO)O2)nn1 | 0.0
CO[C@H]1CN(C)C(=O)c2ccc(NC(=O)C3CCOCC3)cc2OC[C@@H](C)N(Cc2cccnc2)C[C@H]1C | -2.7
O=C(Cc1cccnc1)N1[C@H](CO)[C@H](c2ccccc2)[C@H]1CNCC1CCC1 | 0.7
